Source: PubChem
Pol beta inh: inhibitors of human DNA polymerase beta; P06746; Pol beta primer extension/strand displacement, fluorescence kinetic; Potency, µM (series often up to 114 µM), for the others: at the top dose activity change, negative = inhibition, usual class: inhibitors; 340,000 compounds, 1.3% hits; AID 485314; note: potency is the fitted concentration of half-maximal effect; % is set by controls: 0 for no effect and ±100 for the full control effect
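Reaction started by 50 nM substrate onto compound-treated Pol beta (10 nM, 15 min preincubation, room temperature); plates read at 0 min and 10 min. Normalized concentration-effect data fitted by four-parameter Hill equation.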
TRHR agonist: TRH receptor (human) agonism; TRHR cells, calcium flux fluo-8, FDSS agonist mode; activation, % at 2 µM; 360,000 compounds, 0.18% hits; AID 493084; in the data active = activation above about 30%; note: 0% is about no effect
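TRHR-expressing cells loaded with fluo-8 calcium dye; 23 nL library compound pin-transferred, kinetic FDSS fluorescence (Ex 480/Em 530) recorded about 180 s for agonist-induced calcium release, before a 10 nM TRH EC20 addition for potentiator mode.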
Anesthetic bind: candidate novel general anesthetic via apoferritin binding; AID 485281; apoferritin/1-aminoanthracene competitive binding, fluorescence; Potency, µM (highest dose often 77.5 µM), for the others: at the top dose activity change, negative = displacement, most hits filed as inhibitors; 350,000 compounds, 0.074% hits; P02791; note: potency is the fitted concentration of half-maximal effect; % is set by controls: 0 for no effect and ±100 for the full control effect; nearly all actives have a fitted effect of over 20% in size
Target sequence (P02791 2-175 limits assumed): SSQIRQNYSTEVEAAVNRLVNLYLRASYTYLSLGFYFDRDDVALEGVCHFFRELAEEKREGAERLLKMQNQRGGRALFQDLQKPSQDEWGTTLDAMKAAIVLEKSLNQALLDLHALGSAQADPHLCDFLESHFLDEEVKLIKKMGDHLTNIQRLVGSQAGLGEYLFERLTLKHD
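Concentration-response curves derived by four-parameter Hill fitting of normalized fluorescence, where compounds displaced 1-AMA from 10 uM horse apoferritin following a brief 10 min room-temperature incubation; propofol titration acted as positive control.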
Pol iota inh: DNA polymerase iota (human) inhibition; Q9UNA4; Pol iota fluorescent replication assay, 10 min; Potency, µM (series often up to 115 µM), for the others: top-dose activity, negative = inhibition, usual class: inhibitors; 390,000 compounds, 1% hits; AID 588590; note: potency is the fitted concentration of half-maximal effect
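Pol iota at 10 nM preincubated 15 min with compounds at room temperature; reaction started with fluorescent substrate, 50 nM final. Fluorescence read kinetically at 0 and 10 min; buffer-only wells as negative control.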
APE1 inh: inhibitors of human APE1 endonuclease. P27695. 350,000 compounds, 0.35% hits. AID 2517. recombinant APE1, TAMRA/BHQ-2 abasic DNA cleavage fluorescence. Potency, µM (highest dose often 65.8 µM), without a hit: top-dose activity change, negative = inhibition, most hits filed as inhibitors;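 note: potency is the fitted concentration of half-maximal effect; plate controls were vehicle for no effect and reference inhibitor for full effect; nearly all actives have a fitted effect of over 55% in size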
Target sequence (P27695 whole entry, looked up): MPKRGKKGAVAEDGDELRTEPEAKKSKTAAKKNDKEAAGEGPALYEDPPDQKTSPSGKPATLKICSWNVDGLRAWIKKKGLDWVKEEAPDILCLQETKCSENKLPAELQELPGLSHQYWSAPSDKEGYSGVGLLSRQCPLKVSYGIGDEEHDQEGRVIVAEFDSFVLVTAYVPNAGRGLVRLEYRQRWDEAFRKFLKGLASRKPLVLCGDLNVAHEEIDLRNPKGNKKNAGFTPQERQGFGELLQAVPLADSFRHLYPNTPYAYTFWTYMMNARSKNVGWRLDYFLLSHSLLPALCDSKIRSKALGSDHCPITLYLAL
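Quantitative HTS: incision of a TAMRA/BHQ-2 double-stranded substrate bearing a tetrahydrofuran abasic site by 0.75 nM APE1 raises fluorescence. Substrate 50 nM final, added after 15 min compound preincubation at room temperature; progress as third-minus-first kinetic read difference.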
12-LOX inh: inhibitors of human 12S-lipoxygenase ALOX12 | P18054 | AID 1671190 | Potency, µM (series often up to 108 µM), for inactives: top-dose activity change, negative = inhibition, hits mostly inhibitors | 580,000 compounds, 1.1% hits | purified 12hLO, xylenol orange hydroperoxide absorbance; note: potency is the fitted concentration of half-maximal effect; % is set by controls: 0 for no effect and ±100 for the full control effect
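Purified human 12hLO (150 nM final) in 25 mM Hepes, 0.01% Triton X-100, pH 7.0 was preincubated 15 min at room temperature with compound. Then 40 uM arachidonic acid was added, 30 min. Hydroperoxide was read by Fe-XO absorbance ratio 573/405 nm.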
POLK inh: blocks human DNA polymerase kappa activity; purified Pol kappa, fluorescent DNA synthesis assay, 10 min; Potency, µM (highest dose often 107 µM), for inactives: at the top dose activity, negative = inhibition, usual class: inhibitors; 400,000 compounds, 0.53% hits; AID 588579; Q9UBT6; note: potency is the fitted concentration of half-maximal effect; % is set by controls: 0 for no effect and ±100 for the full control effect
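Enzyme at 10 nM met test compounds for 15 min at room temperature. Substrate addition (50 nM final) began the reaction, which was monitored by fluorescence at 0 and 10 min.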
BLM inh: blocks DNA unwinding by human BLM helicase | P54132 | recombinant BLM DNA unwinding, fluorescence dequenching | 350,000 compounds, 0.2% hits | Potency, µM (titrated, usually from 56.1 µM), inactives show at the top dose activity change, negative = inhibition, usual class: inhibitors | AID 2528;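 note: potency is the fitted concentration of half-maximal effect; plate controls were vehicle for no effect and no enzyme for full effect; nearly all actives have a fitted effect of over 35% in size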
ERG-DNA inh: inhibitors of human ERG Ets domain-DNA interaction | fluorescence polarization, His-ERG Ets domain / labelled DNA | AID 624246 | P11308 | 370,000 compounds, 0.028% hits | Potency, µM (highest dose often 76.9 µM), without a hit: top-dose FP activity, negative = inhibition, most hits filed as inhibitors; active = well fitted inhibition curve with a large enough effect in the polarisation, with a control signal flat; inconclusive = small, poorly fitted or top-dose-only effect, or effect the other way, or a change in a side signal; inactive = no such curve, though single readings can be large or run the other way; the % refers to the polarisation;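 note: polarization taken with two DNA probes labelled with fluorescein and Texas red; potency is the fitted concentration of half-maximal effect; % of control where 0% means no effect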
Target sequence (P11308 whole entry, looked up, the tested form may be a part): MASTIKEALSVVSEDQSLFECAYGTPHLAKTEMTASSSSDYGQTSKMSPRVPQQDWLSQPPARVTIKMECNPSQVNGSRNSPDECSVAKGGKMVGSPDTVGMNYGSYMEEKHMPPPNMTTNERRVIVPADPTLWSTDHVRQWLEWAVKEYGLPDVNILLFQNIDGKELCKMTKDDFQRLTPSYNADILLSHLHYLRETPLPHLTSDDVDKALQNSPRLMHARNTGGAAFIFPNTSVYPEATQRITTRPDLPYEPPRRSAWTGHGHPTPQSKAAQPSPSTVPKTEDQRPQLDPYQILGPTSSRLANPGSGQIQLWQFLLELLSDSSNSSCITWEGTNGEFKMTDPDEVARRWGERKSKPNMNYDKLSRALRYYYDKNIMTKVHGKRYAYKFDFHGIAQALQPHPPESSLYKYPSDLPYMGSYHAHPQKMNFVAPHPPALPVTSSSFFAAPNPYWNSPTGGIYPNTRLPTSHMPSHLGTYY
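His-tagged ERG Ets domain (1 uM in the protein solution; 300mM KCl, 50mM Tris-HCl, 1mM EDTA, 1mM DTT, pH 7.5) received compound, then a probe mix of 5 nM fluorescein-DNA and 100nM Texas-615-DNA. Fluorescence polarization was read for both dyes.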
* = called active by the depositor; ? = inconclusive; nt = no result given; & = joins results of further samples; [ ] = another dose, or the depositor's remark. Unless noted, calls come from the whole dose curve; as a rule, active = well fitted curve in the direction sought with a large enough effect; inconclusive = small, poorly fitted or top-dose-only effect, or another doubt; inactive = no such curve, though single readings can be large; an effect the other way counts as inactive or inconclusive. An excerpt (hit frequency here may not be typical).

Order of values – Pol iota inh | APE1 inh | BLM inh | POLK inh | 12-LOX inh | Anesthetic bind | TRHR agonist | ERG-DNA inh | Pol beta inh
O=C(Nc1ccc(Br)cc1)c1cccc(S(=O)(=O)Nc2ccccn2)c1
 : 4% | 18% | -2% | -6% | 1% | -3% | 0.2 | -2% | 2%
CCCCN1CCc2c([nH]c3ccc(C)cc23)C1=O
 : 24% | -4% | 0% | -11% | 0% | -3% | -1.4 | -2% | 5%
COC(=O)C1Cc2c([nH]c3ccccc23)C2(CCN(Cc3ccccc3)CC2)N1 (stereo not drawn)
 : 0% | 37% | -2% | -7% | ? | 2% | 3.7 | 8% | 20%
Cc1ccc2nc(C3CCCN3Cc3nc(CCC(C)C)no3)[nH]c2c1 (stereo not drawn)
 : 31%[activator] | -4% | -1% | 0% | 8% | -14% | -2.7 | -9% | -1%
O=C(C1COc2ccccc2O1)N1CCCCC1 (stereo not drawn)
 : 4% | 5% | nt | 1% | 0% | nt | 0.0 | 4% | nt
C[C@H]1CCC(=O)N(CCSc2ccc(Br)cc2)CC1
 : -1%&-11% | -16% | nt | -5%&-3% | -15% | nt | 0.0 | 6% | nt
O=C(CN1CCc2ccccc21)NN1CC(=O)N(c2ccccc2)CC1=O
 : -23% | 2% | -10% | -7% | 1% | -13% | 0.8 | -6% | 28%
c1ccc(SCCOCCN2CCOCC2)cc1
 : 131%[activator] | -8% | -1% | 1% | 0% | 0% | 0.1 | 7% | 12%
COc1ccc(/C=C2\N=C(C(C)(C)C)OC2=O)c(OC)c1
 : -17% | 1% | -2% | -17% | 7% | 0% | 1.0 | 2% | 28%
O=C(COC(=O)[C@H](Cc1ccccc1)NC(=O)c1ccco1)NC(c1ccccc1)c1ccccc1
 : -4% | -6% | -11% | -7% | -29% | -4% | 1.4 | -10% | -27%
O=S(=O)(c1ccccc1)N1CCN(c2ccccc2)CC1
 : 22%&-14% | 23% | -8% | 0%&-11% | 5% | -9% | -0.9 | 4% | 37%
C=CCc1cccc(/C=N/NC(=O)CCC(=O)Nc2ccc(F)cc2)c1O
 : -11% | 2% | 1% | -7% | -23% | 0% | -0.2 | 11% | -16%
Cc1cc([N+](=O)[O-])nn1CC(=O)Nc1cc(F)ccc1F
 : 40%[activator] | 17% | -1% | 6% | 5% | -11% | 0.8 | -2% | 9%
CN(C)S(=O)(=O)c1cccc(-c2csc(N/N=C/c3ccco3)n2)c1
 : -6% | 1% | 0% | -9% | -13% | 2% | -0.3 | -7% | -5%
CCC(CC)C(=O)Nc1nnc(SCC(=O)NC(C)(C)C)s1
 : -2% | 1% | -4% | -17% | -5% | -9% | -0.5 | -10% | 4%
Cc1cc(=O)oc(C)c1C(=O)OCC(=O)c1ccc(Br)cc1
 : -16% | 7% | 2% | ? | 83%[activator] | -1% | 1.3 | 3% | 2%
COc1cc(/C=N/NC(=O)c2nonc2N)cc(OC)c1OC
 : 29% | -1% | -5% | -5% | -18% | -4% | 0.1 | 2% | -3%
Cc1cc(Cl)ccc1OCC(=O)N/N=C1\CC2C=CCC12 (stereo not drawn)
 : 27% | -1% | -2% | 1% | 8% | 2% | 0.2 | -20% | 17%
O=c1oc2ccccc2c(N2CCC(c3ccccc3)CC2)c1[N+](=O)[O-]
 : 109%[activator] | 0% | -1% | 4% | -11% | -2% | 0.4 | -6% | 11%
COc1ccc(CCNC(=O)CCCc2ccccc2)cc1OC
 : -18% | 2% | 1% | 2% | 5% | 6% | -0.2 | 6% | 12%
CCc1cc(=O)oc2c(C)c(OCC(=O)N3CCCc4ccccc43)ccc12
 : 1% | 1% | -4% | -12% | 0% | -17% | 0.0 | -5% | 0%
c1ccc(-c2ccccc2OCCOCCN2CCCCC2)cc1
 : 34%[activator] | 1% | -11% | -3% | -17% | 1% | 0.7 | 3% | 32%
O=c1c2ccccc2oc2cc(NCCCn3ccnc3)ccc12
 : -10% | 7% | 6% | -13% | 8% | nt | -0.5 | -5% | 12%
O=C(Oc1ccccc1)N1CCC2(CC1)CCN(c1cccc(-c3ccccc3)c1)CC2
 : nt | -2% | -10% | 2%[60.1 µM] | -15%[57.4 µM] | nt | nt | nt | nt
CCCCn1c(N)c(N(CC(C)C)C(=O)c2cccc(S(=O)(=O)N3CCCCC3)c2)c(=O)[nH]c1=O
 : 48%[activator] | -9% | nt | -4% | -6% | nt | 0.4 | -10% | nt
COc1ccc(NC(=O)CCCn2c(=O)c3cccn3c3ccccc32)c(OC)c1
 : 12% | nt | -7% | -2% | 0% | -19% | 0.1 | -5% | 0%
CCOc1ccccc1Nc1nnc(SCC(=O)Nc2ccc3[nH]c(=O)[nH]c3c2)s1
 : 5% | -11% | -14% | 2% | -28% | -17% | 0.5 | 13% | -15%
Cc1cc(C(=O)NCC(=O)OCC(=O)Nc2ccc(OC(F)F)cc2)ccc1[N+](=O)[O-]
 : 11% | -4% | 6% | -11% | -3% | -2% | -0.7 | -3% | -23%
CC(NC(=O)CN(C)Cc1cccc(F)c1)c1ccccc1 (stereo not drawn)
 : -8% | -35% | 1% | -12% | 7% | 5% | -0.4 | -13% | 17%
O=[N+]([O-])c1ccc(Cl)c(/C=N/Nc2nc(N3CCOCC3)nc(N3CCOCC3)n2)c1
 : 14% | 1% | 1% | 3% | 0% | -1% | -0.6 | 3% | 2%
Cc1nc(CN(C)C(=O)CC2C(=O)NCCN2Cc2ccc(-c3ccccc3)cc2)cs1 (stereo not drawn)
 : -3% | -11% | -7% | -9% | ? | -9% | 0.1 | 2% | 22%
O=C(Nc1nnc(SCc2ccc(Cl)cc2)s1)c1ccco1
 : ? | -4% | -2% | -1% | 0% | -18% | 0.6 | 2% | 17%
COc1ccccc1-c1cc(C(=O)NCc2ccccc2)c2c(-c3ccc(C)cc3)[nH]nc2n1
 : -21% | nt | -10% | -6%[60.1 µM] | -12% | -9% | 0.4 | 3% | 22%
Cc1cc(C(=O)N2CCCC2C(=O)O)c(C)o1 (stereo not drawn)
 : -1% | -4% | -2% | -8% | -10% | -5% | 0.8 | -10% | 25%
CC1(O)CCC(C(C)(C)O)CC1 (stereo not drawn)
 : nt | ? | 5%&-7%&-2% | 2%&-17%&19%[60.1 µM] | nt | -14%&-9% | nt | nt | nt
COc1ccc(/C=C2\SC(=O)N(CC(=O)NNC(=O)c3ccccc3O)C2=O)cc1
 : 54%[activator] | 16% | -3% | -10% | -12% | 56%[activator] | 0.1 | 5% | -11%
CCOc1ccc(N/C(N)=N/c2nc(CSc3nnnn3-c3ccccc3)cc(=O)[nH]2)cc1
 : 17% | 4% | -5% | 4% | 5% | -7% | 0.0 | 0% | -7%
CN1C(=O)CC[C@@H]1c1cccnc1
 : nt | 0%[21 µM] | -9%[21.4 µM] | -11%[12 µM] | nt | 7%[29.3 µM] | nt | nt | nt
COc1ncnc2c1oc1nc(C)c3c(c12)CC(C)(C)OC3
 : 83%[activator] | -1% | 0% | 7% | ? | -2% | 0.7 | 5% | 5%
O=C(O)c1ccc(S(=O)(=O)c2ccccc2C(=O)O)c([N+](=O)[O-])c1
 : -15% | 76%[activator] | -4% | -2% | ? | 3% | -1.0 | -6% | ?
O=C(NC(=S)NCCN1CCOCC1)c1ccc(Cl)cc1
 : 1% | ? | 3% | -14% | -2% | 9% | -0.5 | 0% | 0%
O=C(CN(CC1CCCO1)C(=O)CNS(=O)(=O)c1ccc(F)cc1)NCC1CCCO1 (stereo not drawn)
 : 49%[activator] | 39% | -4% | 4% | 0% | 6% | -1.2 | 8% | 17%
O=C(O)c1cccc(Nc2ccncc2[N+](=O)[O-])c1
 : 30% | 35% | -4% | 0% | 0% | 20% | 0.7 | 3% | -1%
CN(CCOC(=O)c1cccc(Br)c1)C(C)(C)C
 : -12% | 2% | 0% | -7% | -16%&-1% | -14% | 0.3 | 3% | -4%
CCOC(=O)c1[nH]c2ccccc2c1N=CN(CC)CC
 : 14% | -2% | 1% | 3% | 2% | -13% | 0.3 | -21% | 0%
COc1cccc(C(CNc2ccc(S(=O)(=O)N3CCN(C)CC3)cc2[N+](=O)[O-])N(C)C)c1 (stereo not drawn)
 : 22% | 38% | nt | -8% | ? | nt | 0.0 | 10% | nt
CCCCNC(=O)c1ccc2c(c1)N=C(CC)c1ccccc1S2
 : -18% | nt | -1% | -44% | 3% | -13% | -0.5 | -1% | -23%
CC(C)C(=O)Nc1ccccc1-c1nc2ccccc2[nH]c1=O
 : 9% | 16% | -3% | -5% | -1% | -8% | -0.2 | -2% | -4%
Cc1ccc(-n2cc(CN3CCNC(=O)CC3)c(-c3ccc(F)cc3)n2)cc1
 : -4% | -1% | -10% | -1% | -4% | -10% | 1.7 | -1% | 0%
O=C(Nc1ccncc1)C1CCN(S(=O)(=O)c2c(Cl)cccc2Cl)CC1
 : 28% | 4% | nt | 1% | 13% | nt | 0.6 | 2% | nt
CCCN(CC(=O)Nc1ccccc1OC)C(=O)C1=COCCO1
 : 13% | 52%[activator] | nt | 11% | -1% | nt | -2.8 | 22% | nt
N#Cc1c(-c2ccc(C(F)(F)F)cc2)cc(-c2ccccc2)[nH]c1=S
 : -12% | -1% | -5% | -15% | ? | -10% | -0.1 | 6% | 6%
Cc1ccn2c(=O)cc(COc3ccc(NC(=O)COc4ccc(Cl)cc4)cc3)nc2c1
 : 6% | nt | -2% | -8%[60.1 µM] | 0% | -7% | 0.4 | 2% | 0%
Cc1cccc(-n2ncc3c2CCCC3NC(=O)CCCN2CCCCC2=O)c1C (stereo not drawn)
 : 23% | -1% | 2% | -14% | nt | -7% | -0.3 | -2% | -11%
Cc1ccccc1Cn1cc(S(=O)(=O)c2ccc(F)cc2)c(=O)c2cc3c(cc21)OCO3
 : 13% | nt | -3% | -4% | -18% | 5% | -0.2 | 0% | 36%
O=[N+]([O-])c1ccccc1CN1CCN(c2ncccn2)CC1
 : 16% | 16% | 0% | 7% | ? | -11% | -0.6 | -3% | ?
